Screening data from PubChem.
SUMO1-SIM PPI – alters human SUMO1 binding to SIM partners; AID 602429; SUMO1 binding to a labelled peptide, TR-FRET, 1 h; hit rate 0.33% among 360,000; inhibition, % at 20 µM; in the data active = inhibition above about 37%
Target sequence (P63165 whole entry, looked up): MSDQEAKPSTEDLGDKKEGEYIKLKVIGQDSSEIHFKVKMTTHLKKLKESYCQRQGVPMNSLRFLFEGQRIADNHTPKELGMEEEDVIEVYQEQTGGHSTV
bovine MsrA act – activates bovine MsrA enzyme; purified bovine MsrA, absorbance read-out; activation, % at 10.6 µM; hit rate 0.3% among 360,000; in the data active = activation above about 7.5%;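 note: 0% = vehicle and 100% = reference activator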
DNMT1 inh – inhibitors of human DNMT1; P26358; DNMT1 molecular beacon, Hinp1I cleavage, fluorescence; inhibition (reported as % activation of signal), % at 10 µM; hit rate 0.83% among 360,000; in the data active = inhibition above about 50%
eLon inh – inhibitors of E. coli Lon protease; purified E. coli Lon protease, fluorescence polarization; inhibition, % at 7.94 µM; hit rate 0.42% among 360,000; AID 602123; in the data active = inhibition above about 13%, passing the limit was not always enough;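 note: 0% = enzyme with probe and DMSO and 100% = no enzyme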
Tb MetRS inh – Trypanosoma brucei MetRS inhibition; purified T. brucei MetRS, ATP depletion, Kinase-Glo luminescence; inhibition, % at 11.9 µM; hit rate 0.4% among 360,000; AID 624268;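 active = inhibition above a per-plate cutoff of the control wells' mean inhibition plus 3 SD, cut at about 5.5% in these data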;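 note: 0% = DMSO wells median and 100% = median of wells with control inhibitor compound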
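Measured by: Kinase-Glo luciferase luminescence reporting remaining unconsumed ATP. Material: purified T. brucei MetRS enzyme. Doses: 11.9 µM compound single dose, 0.9% DMSO. Medium: HEPES buffer containing pyrophosphatase, BSA, spermine, DTT. Times: 15 min preincubation, 2 h reaction, all 25 °C. Reagent: methionine, ATP and bulk E. coli tRNA.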
MsrA inhibitor – bovine MsrA inhibition; purified bovine MsrA, absorbance read-out; inhibition, % at 15.5 µM; hit rate 0.75% among 360,000; in the data active = inhibition above about 4.5%;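 note: 0% = vehicle wells with enzyme and 100% = reference inhibitor wells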
LMPTP inh – blocks human LMPTP phosphatase. recombinant LMPTP-A, OMFP fluorogenic substrate, fluorescence intensity. inhibition, % at 20 µM. hit rate 0.22% among 360,000;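 active = compounds that cut the enzyme signal by at least half of the control window in the single-dose screen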;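 note: plate controls were DMSO wells with enzyme plus substrate for no effect and substrate without enzyme for full effect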
Target sequence (P24666 whole entry, looked up): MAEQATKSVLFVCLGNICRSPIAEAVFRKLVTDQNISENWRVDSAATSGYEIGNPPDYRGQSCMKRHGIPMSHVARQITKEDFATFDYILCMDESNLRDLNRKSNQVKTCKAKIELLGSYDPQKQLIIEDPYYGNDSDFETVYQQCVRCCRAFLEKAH
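material = LMPTP-A | quantity = 0.625 nM enzyme | reagent = OMFP substrate, 400 µM final | buffer or medium = Bis-Tris pH 6.0, DTT, detergent | detection = endpoint fluorescence intensity from OMFP dephosphorylation | dosing = single 20 µM dose | read-out basis = % inhibition relative to no-enzyme and uninhibited control wells | control set = no-enzyme and uninhibited controls | timing = 50 min at room temperature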
CendR NRP1 mod – modulators of CendR peptide binding to human neuropilin-1; O14786; FAM-RPARPAR peptide binding to NRP-1, fluorescence polarization; inhibition, % at 25 µM; hit rate 0.85% among 360,000;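 active = inhibition or corrected inhibition above about 18%, plus a signal ratio from 0.5 to 1.5, limit read from the data, passing the limit was not always enough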; note: strong numbers were not always called active
Scp1 inh – blocks human Scp-1 phosphatase activity. Q9GZU7. Recombinant Scp1, phosphopeptide, malachite green phosphate absorbance. inhibition, % at 20 µM. hit rate 0.88% among 340,000. AID 493091;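 active = inhibition above about 50% at 20 µM, limit read from the data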;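 note: plate controls were DMSO wells with enzyme for no effect and wells lacking enzyme for full effect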
Target sequence (Q9GZU7 76-261 limits assumed): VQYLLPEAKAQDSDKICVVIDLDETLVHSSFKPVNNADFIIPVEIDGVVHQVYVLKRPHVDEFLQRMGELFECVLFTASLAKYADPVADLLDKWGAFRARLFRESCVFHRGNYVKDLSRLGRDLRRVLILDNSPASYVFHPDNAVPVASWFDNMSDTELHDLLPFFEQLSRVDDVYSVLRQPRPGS
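Test system: SCP-1 catalytic domain; Buffer or medium: Acidic Tris acetate buffer with magnesium and detergent; Also added: Phosphorylated 17-residue peptide substrate; Compound: single 20 µM dose, 1% DMSO; Schedule: enzyme reaction 45 min at room temperature, colour 5 min, stabilisation 30 min; Signal: Phosphate-binding colour reagent, absorbance read at 630 nm.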
STEP block – blocks human striatal-enriched tyrosine phosphatase | P54829 | recombinant STEP, OMFP fluorogenic substrate, fluorescence | inhibition, % at 20 µM | hit rate 0.25% among 360,000 | AID 588621;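 active = inhibition at 20 µM, scaled per plate between control wells, above about 37%, limit read from the data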;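 note: 0% = DMSO with enzyme and substrate and 100% = substrate only without enzyme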
Target sequence (P54829 whole entry, looked up): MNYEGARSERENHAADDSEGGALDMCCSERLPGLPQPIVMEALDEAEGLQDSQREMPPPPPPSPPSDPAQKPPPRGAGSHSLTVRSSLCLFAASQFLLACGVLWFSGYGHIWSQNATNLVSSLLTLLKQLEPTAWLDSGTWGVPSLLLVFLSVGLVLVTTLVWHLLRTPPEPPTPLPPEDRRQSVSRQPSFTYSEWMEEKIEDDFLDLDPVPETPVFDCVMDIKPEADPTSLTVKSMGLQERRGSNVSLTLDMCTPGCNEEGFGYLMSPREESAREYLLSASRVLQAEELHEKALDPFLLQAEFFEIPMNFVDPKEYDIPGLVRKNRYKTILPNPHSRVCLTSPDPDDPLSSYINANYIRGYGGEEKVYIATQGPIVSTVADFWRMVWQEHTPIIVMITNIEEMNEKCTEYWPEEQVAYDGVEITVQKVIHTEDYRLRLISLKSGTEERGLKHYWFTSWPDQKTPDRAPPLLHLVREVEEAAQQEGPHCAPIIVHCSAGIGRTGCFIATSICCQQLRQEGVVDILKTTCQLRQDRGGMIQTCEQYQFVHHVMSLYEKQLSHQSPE
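Test system: STEP tyrosine phosphatase / Reagent: OMFP at 25 µM / Doses: 20 µM, 1% DMSO / Read-out: percent inhibition scaled to no-enzyme and uninhibited-enzyme controls, plate-pattern corrected / Detection: FITC-channel fluorescence of OMFP product / Medium: Bis-Tris buffer pH 6.0, 2.5 mM DTT, 0.005% Tween 20 / Schedule: 20 min at room temperature, dark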
* hit, by the source's call; . = not tested or not shown. Compounds as they come. About 4.3% of those tested had a hit in this group.

SMILES	SUMO1-SIM PPI	bovine MsrA act	DNMT1 inh	eLon inh	Tb MetRS inh	MsrA inhibitor	LMPTP inh	CendR NRP1 mod	Scp1 inh	STEP block
COc1cccc(/C=C/C(=O)OCC(=O)c2ccc(Br)cc2)c1	-1	2	6	-4	-0.1	-1.8	-3.0	18*	.	-2
COc1cc(OC)cc(C(=O)NNC(=S)NCc2ccco2)c1	2	-4	4	3	-0.9	0.7	-0.7	-3	4	-3
OC(c1nc2ccc(F)cc2[nH]1)C(O)c1nc2ccc(F)cc2[nH]1 (centres undefined)	2	-3	-6	1	0.4	-1.0	-1.8	-11	0	4
CCCCN1CC(COCc2ccccc2)Oc2cccc(NCc3ccc(OC)cc3)c2S1(=O)=O (centres undefined)	0	1	9	3	-0.5	0.8	3.3	16	-12	6
Cc1cc(C)c2nc(-c3ccccc3)ccc2c1	-3	-4	5	-12	0.1	-0.7	1.9	3	.	-2
CSCCC1NC(=S)N(Cc2ccccc2)C1=O (centres undefined)	0	-3	0	-11	-0.8	0.3	1.2	5	-10	-2
O=S1(=O)N=C(N2CCN(Cc3ccccc3)CC2)c2ccccc21	0	-11	1	3	-1.8	-1.1	-0.6	11	1	0
O=C1Nc2ccccc2N(O)N1c1cc(-c2ccc(Cl)cc2)[nH]n1	3	-3	-1	2	0.3	0.7	-1.3	-5	-4	3
CCc1nn(C(C)C(=O)NCCN2CCN(c3cccc(C)c3C)CC2)c(=O)c2cc3occc3n12 (centres undefined)	1	0	1	2	-0.5	0.8	2.3	-4	3	-3
CC1CCCC(C)N1C(=O)COC(=O)CSc1ccc(C(N)=O)cc1[N+](=O)[O-] (centres undefined)	-35	-2	3	-11	-0.3	-0.1	-1.3	-1	-4	-2
CN1CCN(c2ccc(S(=O)(=O)N3CCCCC3)cc2NC(=O)COc2cccc(Cl)c2)CC1	-6	-3	-14	-1	-0.4	-0.4	0.4	0	0	1
CN(C)S(=O)(=O)c1cccc(NC(=O)COc2cccc(C#N)c2)c1	1	-4	-3	-1	-0.1	-1.0	-0.6	5	-8	-2
COc1cc(NC(=O)Cn2cnc(S(=O)(=O)N3CCC(C)CC3)c2)cc(OC)c1OC	7	-3	0	-5	0.0	1.0	-1.0	0	7	-2
Cn1ncc2c(Sc3ccc(Cl)cc3)ncnc21	-1	-1	-1	-9	0.3	1.6	0.5	-1	-7	-3
COc1cc(-c2nnn(CC(=O)NCc3ccccc3)n2)cc(OC)c1OC	6	-5	0	-7	-0.3	-0.3	-0.6	-2	-1	-4
CCc1noc(C)c1C(=O)N1CCCSC1=Nc1ccccc1C(C)C	5	-9	2	-2	0.0	1.2	1.6	10	1	2
COC(=O)c1cc(S(=O)(=O)NCc2ccc3c(c2)OCO3)cn1C	7	-2	0	8	0.0	-0.1	1.2	5	-6	0
COc1ccc(/C=C2\SC(=S)N(CCCC(=O)N3CCN(C)CC3)C2=O)cc1OC	0	-2	1	-4	-0.2	0.1	0.1	5	-5	0
CN1C[C@@H]2[C@@H]3C(=O)N(Cc4ccccc4)C(=O)[C@@H]3[C@](C)(C1=O)N2C(=O)c1ccc(C(C)(C)C)cc1	2	-1	10	-6	-0.1	-0.4	-1.5	11	-2	-1
CCOC(=O)Cn1nc(C)c(NC(=O)CCc2ccccc2)c1C	-2	-5	2	-8	-0.5	-1.0	-1.6	0	6	4
Cc1ncsc1CCC(=O)N1CCCC(Nc2ccc(C(C)C)cc2)C1 (centres undefined)	2	-3	0	-1	0.3	-0.3	-0.6	13	1	-2
CSc1cccc(NS(=O)(=O)c2ccc(F)cc2)c1	3	-1	2	6	0.2	-0.2	0.3	-10	-5	-1
Cc1ccc(C(=O)NC2CCCCCC2)cc1S(=O)(=O)N1CCOCC1	0	-11	-1	-2	-0.6	-0.5	-1.2	4	18	0
CC(C)CN(CCNC(=O)c1cn(C)c2ccc(S(=O)(=O)N3CCCC3)cc2c1=O)CC(C)C	0	-2	5	-7	0.7	-0.9	-2.3	4	-4	0
CCOc1ccc(CCN2C(=O)C(=O)N([C@@H](CC(C)C)CN3CCC[C@H]3CN3C(=O)C(=O)NC[C@@H]3Cc3ccccc3)C[C@@H]2Cc2ccc(O)cc2)cc1	8	-4	.	11	-1.4	0.4	0.7	12	.	.

Next section:
SMILES	SUMO1-SIM PPI	bovine MsrA act	DNMT1 inh	eLon inh	Tb MetRS inh	MsrA inhibitor	LMPTP inh	CendR NRP1 mod	Scp1 inh	STEP block
O=C(Nc1cccc(NC(=O)c2ccccc2[N+](=O)[O-])c1)c1ccccc1Cl	-18	-2	0	-12	0.0	-0.2	1.7	1	-6	1
CC(C)(C)NC(=O)c1cccc(NC(=O)c2cccc(O)c2)c1	4	-4	1	2	-1.1	-0.2	0.7	-11	-7	-1
C/C(=N\NC(=O)c1cc(C)[nH]n1)C(C)(C)C	2	-2	-1	-3	0.5	0.6	-1.5	2	-3	-5
COc1ccc(-c2nc(NC3=NCCCCC3)sc2C)cc1	-2	-7	1	-6	-0.6	0.2	-2.5	11	10	1
Cc1ccc(S(=O)(=O)CC(=O)N2CCCCCC2)cc1	0	-1	1	8	-1.6	0.3	-0.1	8	-10	1
COc1ccc(C(=O)c2ccc(N3CCN(C(=O)c4ccc(F)cc4)CC3)c(F)c2)cc1Br	-2	-8	-6	2	-0.8	-0.3	3.0	25	-13	2
Cc1cc(Oc2ccccc2)nc(SCC(=O)Nc2ccc(Cl)c(Cl)c2)n1	-1	-3	-11	0	0.1	0.0	4.2	0	-8	-4
CC1=NNC(=O)C1Cc1ccccc1 (centres undefined)	-9	-4	-7	3	-0.2	0.2	-0.7	7	-10	1
CC(NC(=O)Nc1ccccc1)c1ccccc1 (centres undefined)	-4	-2	-1	-1	0.0	-0.6	-0.2	-4	-5	1
Cc1nc(C)c(-c2ccc(SCC(=O)Nc3cccc(F)c3)nn2)s1	-9	-1	0	2	-0.2	0.1	1.1	1	-2	10
CCOc1cc2c(cc1/C=C1/NC(=O)N(CC(=O)OC)C1=O)OCO2	-11	-3	1	5	0.2	2.7	0.0	-3	-7	0
CC1CCN(C(=S)Nc2ccc(SC(F)F)cc2)CC1	5	-4	0	-8	-0.1	0.4	0.2	14	7	-2
CC(=O)N1CCC(=NNC(=O)c2cccs2)CC1	5	-6	-3	-19	-1.5	0.3	-2.7	2	-12	-5
O=C(Nc1ccncc1)C1c2ccccc2Oc2ccccc21	-3	-1	-3	-5	0.2	-0.3	-0.5	-10	-11	-1
C=CCC1NS(=O)(=O)OCC1C(C)C (centres undefined)	3	-3	50*	2	-0.2	-0.5	2.0	20	6	-2
C[C@@H]1CN([C@@H](C)CO)S(=O)(=O)c2ccc(Br)cc2O[C@H]1CN(C)C(=O)Nc1ccc2c(c1)OCO2	4	-3	4	-1	0.2	-1.5	-1.0	0	.	-3
O=c1c2ccccc2nc(-c2ccco2)n1-c1nc2ccccc2s1	-6	-13	-1	-4	0.0	0.5	-1.0	-11	-5	0
NS(=O)(=O)c1ccc(CCNC(=O)c2cc(-c3cccs3)nc3ccccc23)cc1	-17	0	-6	2	0.8	1.8	0.4	-6	-11	0
O=C(Nc1ccccc1C(F)(F)F)N1CCCCCC1	-1	2	1	6	0.3	1.0	-0.7	-32	-8	-2
CCCCNC(=S)N=Nc1c(O)n(Cc2ccccc2)c2ccccc12	7	-2	0	1	-0.3	0.6	3.0	-5	-17	5
O=P(c1ccccc1)(c1ccccc1)C(O)c1ccncc1 (centres undefined)	2	-1	1	-6	-0.5	-1.4	-0.6	8	-2	2
CC(C)(C)c1ccc(/C=N/OCC(=O)NCc2ccc(F)cc2)cc1	0	-12	1	9	-1.9	1.3	2.3	7	-4	0
CS(=O)(=O)NN1C(=O)c2ccccc2NC1c1ccccc1F (centres undefined)	-1	0	0	2	-0.2	0.9	-1.6	-1	-7	0
COc1ccc(NC(=O)COC(=O)CCCOc2ccc(Cl)cc2Cl)cc1	-3	-1	2	8	7.0*	0.3	1.9	-4	-8	-2
COc1ccccc1CC(=O)Nc1ccc(Cl)cc1C(=O)O	1	-4	-1	8	0.4	3.6	-1.5	13	-13	3

Carrying on.
SMILES	SUMO1-SIM PPI	bovine MsrA act	DNMT1 inh	eLon inh	Tb MetRS inh	MsrA inhibitor	LMPTP inh	CendR NRP1 mod	Scp1 inh	STEP block
CCOc1ccccc1N1CCN(C(=O)c2ccc3nc(N)sc3c2)CC1	2	-11	0	-7	-0.5	-1.0	0.6	0	5	2
O=C(O)c1cccc(Nc2ccc([N+](=O)[O-])cn2)c1	-20	-5	2	0	-0.4	1.6	0.7	14	-1	-1
Cc1ccc(NC(=O)Nc2ccon2)cc1	-1	-1	1	-6	-0.2	1.0	-0.1	4	-5	2
CC(=O)Nc1cccc(NC(=O)CSc2nc(=O)n(Cc3ccncc3)c3c2CCC3)c1	-3	0	3	-2	-0.4	1.1	0.0	2	-1	-2
COc1ccc(N=Nc2cc(OC)c(N)cc2OC)cc1	-68	-6	-9	-22	0.3	0.9	6.3	-20	5	6
CCc1noc(C)c1C(=O)N1CCN(S(=O)(=O)c2ccc(C)cc2C)CC1	6	-8	1	-2	-0.5	1.0	-1.1	-13	10	-2
CCC(=O)Nc1cc(C)c(NC(=O)c2ccccc2OC)cn1	0	2	1	-4	-0.2	-1.2	-0.5	9	-12	1
COc1ccccc1CNS(=O)(=O)c1c(C)nc2scc(C)n2c1=O	-3	-2	3	-11	-0.1	3.8	-0.1	-7	-1	1
Cc1ccccc1C(=O)N1CCC(C(=O)Nc2ccc(S(=O)(=O)N(C)C(C)C)cc2)CC1	-1	2	-4	3	-0.2	-0.2	0.8	-8	-2	-1
COc1ccc(NC(=O)CNC(=O)C2CCCCC2)cc1OC	1	-12	10	9	-0.6	-0.2	0.0	-16	6	-4
Cc1cccc(NC(=O)c2c(C)nc3ccccn23)c1	2	-1	-2	4	-1.1	0.7	2.1	-8	10	-3
C=CCNC(=O)N[C@@H](CCSC)C(=O)OC	1	-4	2	-4	-0.4	0.6	0.2	3	0	0
CC(=O)Nc1ccc(NC(=O)C(C)Sc2nnc(-c3ccc4c(c3)OCO4)o2)cc1 (centres undefined)	9	0	2	-2	-0.2	2.1	0.1	-4	-4	5
Cc1ccnc(NC(=O)C2CC(=O)N(Cc3ccccc3)C2)c1 (centres undefined)	1	0	0	0	-0.5	0.7	-0.6	-4	-5	1

Some of the entries so far, with values under each structure.
The line under a structure holds: SUMO1-SIM PPI, bovine MsrA act, DNMT1 inh, eLon inh, Tb MetRS inh, MsrA inhibitor, LMPTP inh, CendR NRP1 mod, Scp1 inh, STEP block
COc1ccc(NC(=O)CNC(=O)C2CCCCC2)cc1OC
→ 1, -12, 10, 9, -0.6, -0.2, 0.0, -16, 6, -4
Cc1cccc(NC(=O)c2c(C)nc3ccccn23)c1
→ 2, -1, -2, 4, -1.1, 0.7, 2.1, -8, 10, -3
